Screening data: PubChem, National Center for Advancing Translational Sciences (NCATS)
KB-3-1 tox: qHTS assay for MDR1-selective chemotherapeutics: Primary screen using the parental adenocarcinoma cell KB-3-1; KB-3-1 viability, CellTiter-Glo ATP luminescence, 72 h; Potency, µM (doses to about 46.1 µM), without a hit: top-dose activity change, negative = cytotoxic, actives largely listed as cytotoxic; actives 1.4% (n = 400,000); AID 1347075, 2019; further: potency means the concentration at half of the fitted maximal effect; on the % scale 0 is the no-effect control and ±100 the full control effect; nearly all actives have a fitted effect of over 60% in size
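Viability of parental KB-3-1 cells, measured by CellTiter-Glo luminescence, followed a 72 h incubation at 37 °C with pinned compounds in phenol-red-free DMEM containing 10% FBS.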
MCF10A rereplic: A quantitative high throughput screen for small molecules that induce DNA re-replication in MCF 10a normal breast cells; actives 2.9% (n = 350,000); MCF 10A DNA re-replication, Hoechst nuclear intensity, 48 h; Potency, µM (top dose mostly 46.1 µM), for inactives: top-dose activity, positive = re-replication, hits mostly activators; further: potency means the concentration at half of the fitted maximal effect; % of control where 0% means no effect; nearly all actives have a fitted effect of over 50% in size
IL-1B inflam inh: qHTS for Inhibitors of Inflammasome Signaling: IL-1-beta AlphaLISA Primary Screen | THP-1 LPS/ATP IL-1B secretion, AlphaLISA, 16 h; active compounds read low | activity change, % at 57.5 µM | actives 4.7% (n = 360,000) | AID 743279, 2014; in the data active means activity change below about -50%; inconclusive means mostly about -30% to -49%; further: on the % scale 0 is the no-effect control and ±100 the full control effect
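Secreted IL-1B measured by AlphaLISA bead assay after 16 h compound exposure of THP-1 cells; compounds (final up to 57.5 uM) added 1 h before LPS (250 ng/mL) and ATP (1.25 mM) stimulation; lower signal means less secretion.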
HT1080-NT tox: qHTS for induction of synthetic lethality in tumor cells producing 2HG: qHTS for the HT-1080-NT fibrosarcoma cell line. HT-1080-NT fibrosarcoma viability, CellTiter-Glo ATP luminescence, 48 h. actives 1.6% (n = 360,000). Potency, µM (top dose mostly 46.1 µM), for the others: top-dose activity, negative = less viability, most hits filed as cytotoxic;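 further: NT is the 2HG producing partner of a matched IDH1 knockdown line; potency means the concentration at half of the fitted maximal effect; 0% = DMSO-treated cells and -100% = media-only wells without cells; nearly all actives have a fitted effect of over 55% in size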
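Read-out is CellTiter-Glo luminescence after 10 minutes at room temperature, following 48 hours' compound treatment of HT-1080-NT cells (750 cells/well, RPMI, 5% FBS, 37 degrees C).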
ATXN2 expr inh: Primary qHTS for Inhibitors of ATXN expression | actives 0.72% (n = 360,000) | HEK-293 ATXN2-luciferase reporter, luminescence, 24 h | Potency, µM (highest dose often 57 µM), inactives show at the top dose activity change, negative = inhibition, most hits filed as inhibitors; further: potency means the concentration at half of the fitted maximal effect; on the % scale 0 is the no-effect control and ±100 the full control effect; nearly all actives have a fitted effect of over 55% in size
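qHTS (up to 57 uM final) was run with 24 h compound exposure of reporter cells at 37 °C. Each well was multiplexed: SteadyGlo luminescence measured ATXN2-luciferase expression after a fluorogenic Gly-Phe-AFC viability readout (25 uM final).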
HT1080 IDH1KD tx: qHTS for induction of synthetic lethality in tumor cells producing 2HG: qHTS for the HT-1080-IDH1KD cell line. HT-1080 IDH1 knockdown viability, ATP luminescence, 48 h. Potency, µM (top dose mostly 46.1 µM), for the others: at the top dose activity, negative = toxicity, most hits filed as cytotoxic. actives 2% (n = 360,000);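 further: potency means the concentration at half of the fitted maximal effect; 0% = DMSO wells and -100% = cell-free medium wells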
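After a 2 h attachment period, IDH1KD HT-1080 cells took pin-transferred compound for 48 h at 37 °C; ATP-based luminescence after 10 min room-temperature reagent incubation reported viability.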
HepG2 tox: qHTS for Inhibitors of TGF-b: Cytotox Counterscreen; actives 0.76% (n = 410,000); AID 588856, 2011; HepG2 CAGA-GFP viability, ATP luminescence, 18 h; Potency, µM (top dose mostly 46.1 µM), for inactives: top-dose activity change, negative = cytotoxicity, most hits filed as cytotoxic; further: potency means the concentration at half of the fitted maximal effect; some results filed as inactive show a strong effect at the top dose
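HepG2 CAGA-GFP cells (1000/well, DMEM with 1% FBS) received compound, then TGF-beta at 500 pg/mL final, and were incubated 18 hours at 37 degrees C. Viability was read by CellTiter-Glo luminescence. Media-only wells were set as complete cell-killing and DMSO as no toxicity.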
SW480 rerep: A quantitative high throughput screen for small molecules that induce DNA re-replication in SW480 colon adenocarcinoma cells; SW480 DNA re-replication, Hoechst DNA content imaging, 48 h; Potency, µM (top dose mostly 46.1 µM), for inactives: at the top dose re-replication activation, actives largely listed as activators; actives 1.8% (n = 340,000); AID 624297, 2012; further: potency means the concentration at half of the fitted maximal effect; % of control where 0% means no effect; nearly all actives have a fitted effect of over 55% in size
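Image-based read-out: total Hoechst fluorescence of nuclei (405 nm excitation, 500-530 nm emission), with hits raising the fraction of high-intensity nuclei. SW480 colon cells incubated 48 hr with compounds at 37 C.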
ATXN viability: Viability Counterscreen for Primary qHTS for Inhibitors of ATXN expression | S2 cells (HEK-293 line with an ATXN2-luciferase reporter) viability, CellTiter-Fluor protease fluorescence, 24 h | Potency, µM (titrated, usually from 56.7 µM), most hits filed as cytotoxic | actives 0.49% (n = 400,000) | AID 651635, 2014; further: potency means the concentration at half of the fitted maximal effect; nearly all actives have a fitted effect of over 40% in size
* hit, by the source's call; i = inactive; ? = inconclusive; · = no result given; & = joins results of further samples; [ ] = dose if it differs, or a comment. Unless noted, the call rests on the fitted dose curve; in most records, active means well fitted curve in the direction sought with a large enough effect; inconclusive means small, poorly fitted or top-dose-only effect, or another doubt; inactive means no such curve, though single readings can be large; an effect the other way counts as inactive or inconclusive.

Below each compound – KB-3-1 tox	MCF10A rereplic	IL-1B inflam inh	HT1080-NT tox	ATXN2 expr inh	HT1080 IDH1KD tx	HepG2 tox	SW480 rerep	ATXN viability
> CSc1ccc(Cl)c(C(=O)NNC(=O)c2csc(N3CCOCC3)n2)c1
  4%	-2%	-13	0%	-13%	10%	-6%	-58%[inhibitor]	i
> COc1ccc2cc(-c3[nH]ncc3CN3C[C@@H]4CCC[C@H]3C4)ccc2c1
  19%	0%	-12	-14%	-9%	-15%	-9%	-1%	i
> CCCN(CCC)C(=O)Cn1c(=O)n(-c2ccc(OC)cc2OC)c(=O)c2c3c(sc21)CCC3
  14%	·	·	·	6%	·	5%	·	i
> COCCN(C(=S)Nc1ccc(OC)cc1)C1CCN(C(C)=O)CC1
  8%	1%	26	12%	-6%	19%	28%	·	?
> COCCCNc1nc2c(c(=O)[nH]c(=O)n2C)n1CC(O)COc1ccc(Cl)cc1 (configuration not stated)
  13%	·	·	·	7%	·	4%	·	i
> CCOC(=O)C1=C(C)N(C)C(=O)NC1c1cc2c(cc1[N+](=O)[O-])OCO2 (configuration not stated)
  10%	4%	-15	-20%	-6%	-15%	-3%	-14%	i
> NS(=O)(=O)c1cccc(NC(=O)C2CC(=O)N(Cc3ccco3)C2)c1 (configuration not stated)
  7%	-1%	-9	0%	-1%	-2%	-40%	-120%[inhibitor]	i
> CCN(CC)S(=O)(=O)c1cc(NC(=O)COC(=O)c2c(C)noc2C)ccc1C
  -3%	3%	-50*	-3%	-38%	-9%	-22%	?	i
> Cc1ccccc1C(=O)Nc1cc(-c2cc(C(C)(C)C)oc2C)nn1C
  -3%	21%	-59*	?	-9%	?	-24%	-47%[inhibitor]	i
> CC(C)CCN1CCNC(=O)C1CC(=O)NCCCN1CCOCC1 (configuration not stated)
  6%	2%	5	11%	14%	11%	13%	-37%[inhibitor]	i
> Cc1cc(-c2ccccc2)n2nc(-c3ccc(Cl)cc3)cc2n1
  -1%	·	·	·	13%	·	-6%	·	i
> CNC(=O)Nc1nnc(C(C)(C)C)s1
  -20%	3%	-7	0%	3%	2%	4%	-1%	i
> O=c1[nH]c(NCCCO)nc2c1C1(CCCC1)Cc1ccccc1-2
  20%	-5%	?	-28%	-1%	?	-41%	-5%	i
> Cn1c(SCC(=O)c2ccccc2)nc2cccnc21
  -10%	10%	-7	-6%	-3%	-1%	-20%	-5%	i
> CCOC(=O)c1[nH]c2ccccc2c1NC(=O)c1nonc1C
  7%	5%	38	-3%	1%	-15%	-2%	-6%	i
> Cc1cccc(C(C)C)c1NC(=O)COC(=O)CCN1C(=O)C2CC=CCC2C1=O (configuration not stated)
  3%	9%	i	-4%	2%	-2%	0%	-37%[inhibitor]	i
> Cc1cc(C(=O)NC2CCCN(Cc3ccc(Cl)cc3)C2)n(C)n1 (configuration not stated)
  -21%	?	7	-7%	?	-10%	-10%	0%	i
> CC(C)(C)c1ccc(S(=O)(=O)N2CCCC2C(=O)NC2=NCCS2)cc1 (configuration not stated)
  4%	3%	0	5%	-14%	4%	-12%	11%[9.22 µM]	i
> COc1ccc(-c2coc3cc(OC4OC(CO)C(O)C(O)C4O)ccc3c2=O)cc1 (configuration not stated)
  6%	-5%	0	-2%	22%	-2%	-6%	-9%	i
> O=C(Nc1ccccc1)N1C(=O)C2(OCCO2)c2ccccc21
  0%	2%	5	-7%	-1%	-16%	-2%	-10%	i
> Cc1ccc(C(C(=O)NCc2ccc(F)cc2)N(C(=O)c2csnn2)C2CC2)cc1 (configuration not stated)
  2%	-15%	-4	1%	-2%	3%	-7%	-14%	i
> Clc1ccc(CN2CCCCCC2)cc1
  9%	8%	-1	8%	-9%	26%	-2%	-3%	i
> COc1ccccc1NC(=O)/C(C#N)=C/c1c(C)nn(-c2ccc(F)cc2)c1Cl
  -2%	19%	0	-4%	-7%	1%	6%	-14%	i
> CCOC(=O)c1c(C)nc(C)c(C(=O)OCC)c1-c1cccc([N+](=O)[O-])c1
  -2%	·	-18	-1%	·	0%	-25%	·	i
> CC(c1nnc(SCn2nnc3ccccc3c2=O)n1-c1ccc(Cl)cc1)N(C)C (configuration not stated)
  0%	-2%	-8	-4%	-9%	0%[9.24 µM]	-27%	-3%	i
> COC(=O)c1c(C)nc(C)c2c(=O)oc3ccccc3c12
  -6%	1%	-28	16%	15%	21%	14%	-5%[9.22 µM]	i
> O=C1N(c2ccccc2C(F)(F)F)O[C@@]1(c1ccccc1)C1CCCCC1
  0%	21µM*	-16	?	-38%	?	12%	?	i
> Cc1ccc(C(=O)NNC(=O)c2cc3cc4ccccc4nc3s2)cc1
  -2%	?	38	-9%	?	-24%	-42%	?	?
> Cc1ccc(C(=O)NCC(=O)N2CCCC(C(F)(F)F)C2)s1 (configuration not stated)
  -10%	9%	0	9%	7%	4%	-25%	-6%	i
> O=C(c1cnn2c(C(F)(F)F)cc(-c3ccccc3)nc12)N1CCCc2ccccc21
  -17%	-4%	13	7%	2%	13%	-32%	-7%	i
> COc1ccc(N2C(=O)CC(Nc3cccc(C(C)=O)c3)C2=O)cc1OC (configuration not stated)
  -2%	0%	8	-2%	12%	-1%	-18%	-6%	i
> O=C(O)CN1C(=O)C2(OCCO2)c2cc(Br)ccc21
  -5%	-2%	21	-1%	11%	0%	8%	0%	i
> CCc1cccc(NC(=O)C2CCCN2S(=O)(=O)c2cccc3cccnc23)c1 (configuration not stated)
  -2%	0%	-6	-1%	-20%	-3%	-9%	-6%	i
> COCCCNC(=O)C1CCN(C(=O)c2cnn(-c3ccccc3)c2-n2cccc2)CC1
  -7%	·	·	·	9%	·	8%	·	i
> Cc1ccc2oc(C(=O)Nc3sc4c(c3C(=O)NCc3ccco3)CCC4)cc(=O)c2c1
  -8%	·	·	·	-3%	·	2%	·	i
> CCc1ccc(/C=C2\SC(=S)N(CCCC(=O)NCCCN3CCOCC3)C2=O)cc1
  -2%	·	-57*	-18%	·	?	-41%	·	10µM*
> CCN1CCN(C(=O)c2nn(-c3ccc(OC)cc3)c(=O)c3c2c2ccccc2n3C)CC1
  2%	-1%&-2%	27	11%	·	14%	2%	?	i
> Cc1ccccc1Nc1nc(N)nc(CSc2ccc(F)cc2)n1
  8%	?	-7	?	49%[activator]	-14%	-4%	7%	i
> CC(=O)Nc1cc(-c2ccc(C(=O)N3CCOCC3)cc2)cn2c(-c3ccc(C(C)=O)cc3)cnc12
  0%	·	-19	-10%	-7%	0%	-25%	·	i
> COc1ccc2c(c1)OC[C@H]1[C@H]2N2C(=O)CN(Cc3ccccc3)C(=O)[C@@]2(C)[C@H]1c1ccccc1
  ?	0%	-54*	-1%	-4%	-1%	-6%	5%	i

Reprinted at random: 4 records from the list
Below each compound – KB-3-1 tox	MCF10A rereplic	IL-1B inflam inh	HT1080-NT tox	ATXN2 expr inh	HT1080 IDH1KD tx	HepG2 tox	SW480 rerep	ATXN viability
> CCc1ccc(/C=C2\SC(=S)N(CCCC(=O)NCCCN3CCOCC3)C2=O)cc1
  -2%	·	-57*	-18%	·	?	-41%	·	10µM*
> CCc1cccc(NC(=O)C2CCCN2S(=O)(=O)c2cccc3cccnc23)c1 (configuration not stated)
  -2%	0%	-6	-1%	-20%	-3%	-9%	-6%	i
> COc1ccc(N2C(=O)CC(Nc3cccc(C(C)=O)c3)C2=O)cc1OC (configuration not stated)
  -2%	0%	8	-2%	12%	-1%	-18%	-6%	i
> CCOC(=O)c1c(C)nc(C)c(C(=O)OCC)c1-c1cccc([N+](=O)[O-])c1
  -2%	·	-18	-1%	·	0%	-25%	·	i

Next results:
Below each compound – KB-3-1 tox	MCF10A rereplic	IL-1B inflam inh	HT1080-NT tox	ATXN2 expr inh	HT1080 IDH1KD tx	HepG2 tox	SW480 rerep	ATXN viability
> Cc1cc(N2CCN(c3ccccc3)CC2)nc(N)n1
  5%	15%	-14	6%	-4%	7%	-14%	-5%	i
> Cc1ccc(Cl)cc1N1C(=O)CC(Sc2ncccn2)C1=O (configuration not stated)
  4%	?	-12	-12%	·	-1%	-43%	?	i
> CCOC(=O)c1sc(NC(=O)COc2ccc3c(c2)OCO3)nc1C
  8%	-2%	-5	5%	-14%	-1%	-8%	-35%[inhibitor]	i
> COc1cc(N2CCCC2)c(OC)cc1/C=C(/C#N)c1ccc(Br)cc1
  -6%	23µM*	0	1%	-16%	11%	-14%	2%	i
> Cc1ccc(CN2CCN(Cc3cn[nH]c3C3CCCCC3)CC2CCO)cc1 (configuration not stated)
  -2%	4%	-1	5%	·	-1%	-19%	-3%	i
> CCOc1ccccc1CNC(=O)c1cc(-c2ccc(OC)cc2)nc2ccc(C(C)C)cc12
  4%	·	·	·	4%	·	-2%	·	i
> Cc1ccc(NC(=S)N2CCN(S(=O)(=O)c3ccc(C)cc3)CC2)cc1
  ?	9%	-19	-11%	6%	-5%	-2%	14%	i

Profiles, quoted from the list:
Cc1ccc(NC(=S)N2CCN(S(=O)(=O)c3ccc(C)cc3)CC2)cc1 reads KB-3-1 tox = ?; MCF10A rereplic = 9%; IL-1B inflam inh = -19; HT1080-NT tox = -11%; ATXN2 expr inh = 6%; HT1080 IDH1KD tx = -5%; HepG2 tox = -2%; SW480 rerep = 14%; ATXN viability = i
COc1cc(N2CCCC2)c(OC)cc1/C=C(/C#N)c1ccc(Br)cc1 reads KB-3-1 tox = -6%; MCF10A rereplic = 23µM*; IL-1B inflam inh = 0; HT1080-NT tox = 1%; ATXN2 expr inh = -16%; HT1080 IDH1KD tx = 11%; HepG2 tox = -14%; SW480 rerep = 2%; ATXN viability = i
